HEK293 cAMP cs – counter-screen for TSHR agonists: cAMP increase in parental HEK293; parental HEK293 CNG cAMP sensor, membrane potential fluorescence; Potency, µM (doses to about 57.1 µM), without a hit: at the highest dose activation, actives largely listed as activators; 2.5% of 73,000 active; AID 938; further: potency means the concentration at half of the fitted maximal effect; % of control where 0% means no effect; nearly all actives have a fitted effect of over 55% in size
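Parental HEK 293 cells stably expressing a cAMP-gated CNG channel were loaded with membrane potential dye containing 100 uM RO 20-1724 for 60 min. Compound added for 30 min; depolarization read as fluorescence intensity at 590 nm.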
Caspase-1 inhib – blocks human caspase-1 allosterically or competitively; P29466; Caspase-1 enzyme, Ac-WEHD-AFC fluorogenic rate; Potency, µM (series often up to 57.5 µM), for the others: top-dose activity change, negative = inhibition, actives largely listed as inhibitors; 0.03% of 75,000 active; AID 900;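 further: potency means the concentration at half of the fitted maximal effect; plate controls were vehicle for no effect and no substrate for full effect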
Target sequence (P29466 120-297 limits assumed): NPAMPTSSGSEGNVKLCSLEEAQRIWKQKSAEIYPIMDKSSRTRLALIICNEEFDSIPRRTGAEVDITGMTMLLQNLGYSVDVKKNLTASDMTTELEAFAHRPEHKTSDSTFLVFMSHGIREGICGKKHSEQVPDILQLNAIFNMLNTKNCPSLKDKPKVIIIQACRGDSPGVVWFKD
Target sequence (P29466 317-404 limits assumed): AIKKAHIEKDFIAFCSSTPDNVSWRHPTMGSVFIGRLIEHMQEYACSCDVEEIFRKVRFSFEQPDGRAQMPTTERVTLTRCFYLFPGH
Fluorescein autfl – fluorescein region autofluorescence; Compound autofluorescence, 480/540 nm, fluorescein-equivalent; active compounds read high; max fluorescein-equivalent concentration, M; 0.91% of 59,000 active; in the data active means max fluorescein-equivalent concentration above about 10 nM; inconclusive means between about 1.1 nM and that limit
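Library compounds, added at multiple concentrations to pH 8.0 Tris buffer (100 mM), incubate 15 min at room temperature before CCD imaging at 480 nm excitation and 540 nm emission.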
Casp7 inh – caspase-7 (human) inhibition, allosteric or competitive; P55210; recombinant caspase-7, Ac-DEVD-AFC fluorescence rate; Potency, µM (doses to about 57.5 µM), inactives show at the top dose activity change, negative = inhibition, actives largely listed as inhibitors; 0.02% of 75,000 active; AID 889; active means well fitted inhibition curve with a large enough effect in the main read-out, with a control signal flat, not every such curve was filed as active; inconclusive means small, poorly fitted or top-dose-only effect, or a change in a side signal; further: potency means the concentration at half of the fitted maximal effect; % of control where 0% means no effect
Target sequence (P55210 24-198 limits assumed): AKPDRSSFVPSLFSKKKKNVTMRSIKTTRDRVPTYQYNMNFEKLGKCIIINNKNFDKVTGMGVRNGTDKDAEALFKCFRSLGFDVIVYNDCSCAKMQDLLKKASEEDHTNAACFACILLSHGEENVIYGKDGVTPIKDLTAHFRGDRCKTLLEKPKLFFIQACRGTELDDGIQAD
Target sequence (P55210 207-303 limits assumed): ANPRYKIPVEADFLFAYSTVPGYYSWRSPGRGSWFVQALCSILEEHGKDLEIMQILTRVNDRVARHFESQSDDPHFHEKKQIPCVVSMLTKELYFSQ
BRCT PPI red – disrupts BRCA1 BRCT binding to phosphoprotein, red fluorophore readout | BRCT-phosphopeptide binding, red fluorescence polarization | Potency, µM (titrated, usually from 76.9 µM), without a hit: top-dose activity change, negative = inhibition, hits mostly inhibitors | 0.03% of 75,000 active | AID 892; further: on the % scale 0 is the no-effect control and ±100 the full control effect
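Fluorescence polarization: 100 nM His-tagged BRCA1 BRCT with 100 nM TAMRA-labelled phospho-BACH1 decapeptide, phosphate buffer pH 7.3 with 150 mM NaCl, DTT, 0.01% Tween 20; 12 min RT. Binding inhibition seen as FP decrease.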
GFP derepression – derepresses silenced GFP locus in mouse C127i cells. mouse C127i GFP locus derepression, cytometry, 30 h. Potency, µM (titrated, usually from 46.1 µM), without a hit: at the highest dose GFP derepression (activation). 0.09% of 68,000 active; further: % of control where 0% means no effect
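Locus derepression in mouse mammary C127i cells whose integrated CMV-GFP reporter is normally silent; GFP expression after 30 h compound treatment was quantified by counting fluorescent cells.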
A350 fluor – compounds fluorescent in Alexa 350 spectral region. Compound autofluorescence, 340/450 nm, Alexa 350 dye-equivalents; active compounds read high. AID 590. 11% of 59,000 active. max dye-equivalent concentration, M; in the data active means max dye-equivalent concentration above about 10 nM; inconclusive means mostly about 1.1 nM to 9.6 nM
USP2a inh – inhibitors of human ubiquitin-specific protease USP2a | O75604 | USP2a enzymatic assay, qHTS inhibition | Potency, µM (titrated, usually from 38.3 µM), without a hit: at the highest dose activity change, negative = inhibition, most hits filed as inhibitors | 0.1% of 60,000 active;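 further: potency means the concentration at half of the fitted maximal effect; nearly all actives have a fitted effect of over 60% in size; plate controls were DMSO for no effect and NEM full inhibition control for full effect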
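USP2 core (20nM final) preincubated 30 min RT with compound, then Ub-PLA2 20nM and NBD C6-HPC 20uM final added; buffer 20mM Tris-HCl pH 8.0, 2mM CaCl2. Fluorescence Ex 460/Em 535 read at 0 and 2.5 h; normalized to NEM.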
Ub-GFP proteasome – proteasome inhibitors stabilizing ubiquitin-GFP reporter. Ubiquitin-GFP reporter cells, proteasome inhibition, GFP fluorescence; response scale: untreated = 0%, 10 µM MG-132 = 100%. Potency, µM (doses to about 45.9 µM), without a hit: at the top dose activation (GFP accumulation), usual class: activators. 67,000 tested, under 10 active. AID 526; active means well fitted activation curve with a large enough effect, not every such curve was filed as active; inconclusive means small, poorly fitted or top-dose-only effect, or another doubt; inactive means no such curve, though single readings can be large or run the other way; further: potency means the concentration at half of the fitted maximal effect
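Proteasome blockade was scored as a rise in GFP-expressing U2OS cells carrying a ubiquitin(G76V)-GFP construct, imaged after 4 hr compound treatment at 37 °C across a 46 uM–2.9 nM series.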
4MU fluor – 4-MU region autofluorescence | compound autofluorescence, 340/450 nm, 4-MU equivalents; active compounds read high | max dye-equivalent concentration, M | 11% of 59,000 active; in the data active means max dye-equivalent concentration above about 10 nM; inconclusive means mostly about 1.1 nM to 9.6 nM
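Compounds in 100 mM Tris, pH 8.0, sat 15 min at room temperature before fluorescence was read at 340 nm excitation/450 nm emission; a per-plate six-point 4-MU standard curve converted signals to dye-equivalent concentration at each compound concentration.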
BRCT inh green – inhibitors of human BRCA1 BRCT-phosphoprotein interaction (green fluorophore). P38398. BRCA1 BRCT-phosphopeptide binding, green fluorescence polarization. Potency, µM (top dose mostly 76.9 µM), without a hit: at the highest dose activity change, negative = inhibition, hits mostly inhibitors. 0.05% of 75,000 active. AID 875;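 further: potency means the concentration at half of the fitted maximal effect; plate controls were peptide without protein for full effect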
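Compounds were incubated for 12 min at room temperature with a complex of 100 nM fluorescein-tagged pBACH1 decapeptide and 250 nM His-tagged BRCT protein. Buffer was phosphate pH 7.3 with EDTA, DTT and Tween 20. Disruption of binding lowers the polarization signal.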
Numbers without * were called inactive; i = inactive; ? = inconclusive; . = no result given; & = joins results of further samples; [ ] = another dose, or the depositor's remark. Unless noted, the call rests on the fitted dose curve; in most records, active means well fitted curve in the direction sought with a large enough effect; inconclusive means small, poorly fitted or top-dose-only effect, or another doubt; inactive means no such curve, though single readings can be large; an effect the other way counts as inactive or inconclusive.

Preview, 6 compounds:
1. COc1ccc2c(Cc3c4ccccc4cc4ccccc34)cncc2c1O
2. COc1ccc(-n2c(=O)c3c4c(sc3n3c(C)nnc23)CCCC4)cc1
3. COc1ccc(C2/C(=C(/O)c3ccc(C)cc3)C(=O)C(=O)N2C)cc1 (stereo not drawn)
4. Nc1c(S(N)(=O)=O)cc(S(N)(=O)=O)cc1S(N)(=O)=O
5. CC(C)(C)c1ccc(-c2nnc(SCC(=O)O)n2N)cc1
6. COC(=O)[C@H](C)NC(=O)Nc1ccc(OC)c(OC)c1
entry no.	1	2	3	4	5	6
Fluorescein autfl	?	.	.	?	i	?
A350 fluor	?	.	.	i	i	i
4MU fluor	i	.	.	i	i	i
Ub-GFP proteasome	-4%[9.17 µM]	-9%	.	-2%[9.17 µM]	-4%	-5%
HEK293 cAMP cs	-10%[11.4 µM]	1%	14%	1%[11.4 µM]	16%	14%
GFP derepression	2%[9.22 µM]	0%	.	-3%[9.22 µM]	9%	3%
USP2a inh	.	2%	.	.	.	4%
Casp7 inh	?	0%	0%	-1%[11.5 µM]	2%	0%
BRCT inh green	-1.0%[15.4 µM]	2.1%	-0.7%	0.4%[15.4 µM]	-3.6%	0.0%
Caspase-1 inhib	?	-2%	-7%	-2%[11.5 µM]	0%	-1%
BRCT PPI red	0.3%[15.4 µM]	2.3%	1.5%	-1.0%[15.4 µM]	-0.7%	1.3%

The whole of this part (from the top)
1. COc1ccc2c(Cc3c4ccccc4cc4ccccc34)cncc2c1O
2. COc1ccc(-n2c(=O)c3c4c(sc3n3c(C)nnc23)CCCC4)cc1
3. COc1ccc(C2/C(=C(/O)c3ccc(C)cc3)C(=O)C(=O)N2C)cc1 (stereo not drawn)
4. Nc1c(S(N)(=O)=O)cc(S(N)(=O)=O)cc1S(N)(=O)=O
5. CC(C)(C)c1ccc(-c2nnc(SCC(=O)O)n2N)cc1
6. COC(=O)[C@H](C)NC(=O)Nc1ccc(OC)c(OC)c1
7. CCCCOc1cc(=O)[nH]c(=O)[nH]1
8. COC(=O)c1sc2nc(CN3CCOCC3)nc(N3CCOCC3)c2c1C
entry no.	1	2	3	4	5	6	7	8
Fluorescein autfl	?	.	.	?	i	?	i	?
A350 fluor	?	.	.	i	i	i	i	?
4MU fluor	i	.	.	i	i	i	i	?
Ub-GFP proteasome	-4%[9.17 µM]	-9%	.	-2%[9.17 µM]	-4%	-5%	2%	4%
HEK293 cAMP cs	-10%[11.4 µM]	1%	14%	1%[11.4 µM]	16%	14%	8%	-6%
GFP derepression	2%[9.22 µM]	0%	.	-3%[9.22 µM]	9%	3%	-1%	-1%
USP2a inh	.	2%	.	.	.	4%	3%	9%
Casp7 inh	?	0%	0%	-1%[11.5 µM]	2%	0%	0%	-6%
BRCT inh green	-1.0%[15.4 µM]	2.1%	-0.7%	0.4%[15.4 µM]	-3.6%	0.0%	-1.0%	2.8%
Caspase-1 inhib	?	-2%	-7%	-2%[11.5 µM]	0%	-1%	1%	-3%
BRCT PPI red	0.3%[15.4 µM]	2.3%	1.5%	-1.0%[15.4 µM]	-0.7%	1.3%	-0.2%	0.0%

9. C=CCOc1cccc(C2/C(=C(/O)c3ccccc3)C(=O)C(=O)N2CCCN2CCOCC2)c1 (stereo not drawn)
10. CC(=O)c1ccc(OC(=O)c2ccc(Br)o2)cc1
11. NC(N)=NC(N)=Nc1ccc(S(N)(=O)=O)cc1
12. Cc1ccc(NC(=O)COC(=O)Cn2c(C)csc2=O)cc1C
13. Cc1cc(NC(=O)c2cc(C3CC3)on2)n(-c2ccccc2)n1
14. Cc1ccc(-c2ccc(CCC(=O)O)n2C(C)C)cc1
15. Cc1cc(=O)[nH]c(=S)[nH]1
16. O=C1c2ccccc2C(=O)N1CCCCSc1nnc(-c2ccc(OC(F)F)cc2)o1
entry no.	9	10	11	12	13	14	15	16
Fluorescein autfl	i	.	i	i	.	.	.	?
A350 fluor	?	.	i	i	.	.	.	i
4MU fluor	i	.	i	i	.	.	.	i
Ub-GFP proteasome	2%	12%	1%[9.17 µM]	-15%	-15%	3%	.	-1%
HEK293 cAMP cs	4%	1%	4%[11.4 µM]	1%	0%	21%	-3%&33%	?
GFP derepression	-2%	-4%	7%[9.22 µM]	1%	-3%	-2%	.	3%
USP2a inh	7%	3%	.	1%	.	.	-2%	-4%
Casp7 inh	-1%	-2%	1%[11.5 µM]	1%	-1%	-22%	-2%&-2%	-2%
BRCT inh green	-1.6%	-3.7%	-2.3%[15.4 µM]	-1.2%	-2.8%	-1.1%	-2.5%&-1.0%	-1.7%
Caspase-1 inhib	-3%	-1%	-1%[11.5 µM]	1%	3%	-9%	2%&-3%	-2%
BRCT PPI red	-0.2%	-2.0%	-0.4%[15.4 µM]	-0.1%	0.8%	-0.3%	1.8%&0.9%	0.3%

17. COc1ccc(C(=O)N2CCC3(CC2)CN(c2ccc(-c4ccccc4)cc2)C3)cc1
18. O=C(Nc1ccccc1)N(CCCN1CCOCC1)Cc1cccs1
19. C[N+](C)(N)CCC[N+](C)(C)N
20. COc1ccc2nc3c(c([Si](C)(C)C(C)(C)C)c2c1)Cn1c-3cccc1=O
21. CON
22. O=C(c1cc(-c2ccccc2)nc2ccccc12)N1CCOCC1
23. CCOc1ccc(C(CC(=O)O)NC(=O)c2ccco2)cc1OC (stereo not drawn)
24. CC(=O)c1sc(NC(=O)C=C(C)C)nc1C
entry no.	17	18	19	20	21	22	23	24
Fluorescein autfl	i	.	i	.	.	.	?	i
A350 fluor	i	.	i	.	.	.	i	i
4MU fluor	i	.	i	.	.	.	i	i
Ub-GFP proteasome	4%	-2%	-4%[9.17 µM]	.	.	7%	-4%	6%
HEK293 cAMP cs	?	?	2%[11.4 µM]	?	.	17%	-1%	2%
GFP derepression	0%[9.22 µM]	3%	3%[9.22 µM]	.	.	-2%	1%	-2%
USP2a inh	88%[activator]	.	.	.	19%	3%	3%	-11%
Casp7 inh	-4%	-3%	0%[11.5 µM]	-2%	0%	0%	1%	-1%
BRCT inh green	-2.8%	-0.6%	0.4%[15.4 µM]	6.8%	1.1%	1.3%	-2.6%	0.5%
Caspase-1 inhib	-3%	1%	0%[11.5 µM]	3%	2%	-7%	1%	0%
BRCT PPI red	-1.9%	-0.8%	0.2%[15.4 µM]	-1.8%	1.3%	0.4%	1.1%	-1.2%

25. O=C1OCC(c2ccccc2)=C1c1ccc(S(=O)(=O)N2CCOCC2)s1
26. COCCCNC(=O)c1ccc(N2CCCC2)c(NS(=O)(=O)c2ccc(C)cc2)c1
27. COc1ccccc1S(=O)Cc1ccc(C(=O)NCCc2ccc(Cl)cc2)o1 (stereo not drawn)
28. O=C(O)/C(=C\c1ccccc1)c1ccccc1
29. O=C(Cc1cccs1)N1CCCC(c2nc3c(nnn3Cc3ccc(F)cc3)c(=O)[nH]2)C1 (stereo not drawn)
30. CNC(=O)/C(=N\O)c1ccccc1
31. COc1ccccc1N1CC(C(=O)Nc2cccc(C(=O)O)c2)CC1=O (stereo not drawn)
32. O=C(NCc1ccc2c(c1)OCO2)c1ccc(C2SCC(=O)N2Cc2ccco2)cc1 (stereo not drawn)
entry no.	25	26	27	28	29	30	31	32
Fluorescein autfl	?	?	.	i	i	i	i	i
A350 fluor	i	i	.	i	i	i	i	i
4MU fluor	i	i	.	i	i	i	i	i
Ub-GFP proteasome	-2%	0%	0%	0%[9.17 µM]	-2%	6%	0%	-6%
HEK293 cAMP cs	-13%	14%	-2%[11.4 µM]	7%[11.4 µM]	1%	5%	4%	-5%
GFP derepression	-2%	4%	.	-2%[9.22 µM]	0%	0%	3%	-3%
USP2a inh	29%	-2%	.	.	30%[activator]	-7%	-8%	35%[activator]
Casp7 inh	-11%	-1%	2%	0%[11.5 µM]	-3%	1%	-2%	-7%
BRCT inh green	4.3%	-1.7%	0.4%	-2.7%[15.4 µM]	-0.2%	-2.1%	0.0%	0.7%
Caspase-1 inhib	-9%	-2%	-2%	-9%[11.5 µM]	1%	0%	-1%	-2%
BRCT PPI red	-1.3%	-0.2%	0.8%	-0.3%[15.4 µM]	-3.2%	0.8%	1.4%	0.2%

33. CCCn1c(SCC(=O)N2CCCc3ccccc32)nc2c1c(=O)n(C)c(=O)n2C
34. C[C@@H](C(=O)N[C@@H](CO)Cc1ccccc1)[C@H]1C[C@]1(C)[C@H](NC(=O)OCc1ccccc1)c1ccccc1
35. Cc1nn(C)c(C)c1S(=O)(=O)N(CC(=O)NCc1cccs1)c1ccc(C(C)C)cc1
36. O=C(Nc1sc2c(c1C(=O)NCc1cccnc1)CCCC2)c1ccco1
entry no.	33	34	35	36
Fluorescein autfl	?	.	.	i
A350 fluor	i	.	.	1.1e-07M*
4MU fluor	i	.	.	1.2e-07M*
Ub-GFP proteasome	-3%	.	-9%	-1%
HEK293 cAMP cs	18%	10µM*	8%	5%
GFP derepression	0%	.	7%	3%
USP2a inh	9%	.	.	14%
Casp7 inh	2%	-2%	-2%	-2%
BRCT inh green	-1.3%	1.6%	-2.0%	-0.8%
Caspase-1 inhib	1%	-5%	-1%	-3%
BRCT PPI red	-0.9%	-0.1%	-1.8%	1.2%

Screens as filed in PubChem BioAssay.

The list is partial; rates above refer to the full screens.
